Screens from PubChem BioAssay.
DDE Tn7 FP inh: DD(E)-Tn7 binding inhibition, primary FP screen. 370,000 tested, 0.13% active. AID 720508. P02675. inhibition, % at 8.3 µM. FP displacement of FITC-Tn7 peptide from fibrin DD(E); 0% = median of compound wells per plate;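 active = inhibition above the mean of compounds falling within the control limits plus 3 SD of them, cut at about 14% in these data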;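 note: 0% = plate median of compound wells and 100% = 10 µM Aha-Tn7 peptide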
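system = human fibrin DD(E) protein | quantity = DD(E) 2 µM final | medium = Tris/NaCl/CaCl2 buffer, pH 7.8 | also added = labelled Tn7 tracer, 0.1 µM | compound dosing = single point at 8.3 µM | timing = compound with protein 10 min, then 3 h after probe, room temperature | signal = FP measurement | benchmarks = Aha-Tn7 high control | repeats = one replicate per compound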
PLC-gamma1 inh: blocks human PLC-gamma1 enzyme activity | purified PLC-gamma1, fluorogenic substrate, fluorescence | inhibition, % at 12.2 µM | 370,000 tested, 0.84% active; in the data active = inhibition above about 9.5%
LEDGF integ inh: blocks HIV-1 LEDGF/p75-dependent DNA integration; AID 743269; TR-FRET IN-LEDGF/p75 DNA integration, Eu/Cy5; 370,000 tested, 0.64% active; inhibition, % at 3.7 µM;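 active = inhibition above the screen-wide mean plus 3 SD, cut at about 13% in these data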;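 note: signal is the Cy5 over europium emission ratio at 671 and 618 nm; 0% = plate median of compound wells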
ARFGAP1 inhibitor: inhibits rat ARF GTPase activating protein 1; Arfgap1-stimulated ARF1 GTP hydrolysis, GDP FP detection; 360,000 tested, 0.26% active; AID 651572; Q62848; inhibition, % at 16.5 µM;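 active = inhibition above a per-plate limit, mean inhibition of low control wells plus 3 SD, cut at about 25% in these data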;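 note: 0% = DMSO wells with enzyme and 100% = wells lacking Arfgap1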
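material = rat Arfgap1 catalytic domain, aa 1-136 | also added = human ARF1(Δ1-17)-GTP substrate | compound dosing = one concentration, 16.5 µM, DMSO 1.26% | times = GTP hydrolysis reaction 2 h at 25 °C | measured by = FP, GDP Alexa 633 tracer displaced from anti-GDP antibody, 620/688 nm | evaluation = percent inhibition of Arfgap1-stimulated GTP hydrolysis | replication = single well per compound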
TDP2 absorb: TDP2 (human) inhibition, absorbance primary screen; recombinant TDP2, T5PNP hydrolysis, p-nitrophenol absorbance 415 nm; 370,000 tested, 0.34% active; inhibition, % at 12.8 µM; O95551;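 active = inhibition above the mean of all tested compounds plus 3 SD, set per campaign, cut at about 25% in these data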;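 note: 0% = DMSO with enzyme and 100% = buffer with substrate but no TDP2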
Target sequence (O95551 whole entry, looked up): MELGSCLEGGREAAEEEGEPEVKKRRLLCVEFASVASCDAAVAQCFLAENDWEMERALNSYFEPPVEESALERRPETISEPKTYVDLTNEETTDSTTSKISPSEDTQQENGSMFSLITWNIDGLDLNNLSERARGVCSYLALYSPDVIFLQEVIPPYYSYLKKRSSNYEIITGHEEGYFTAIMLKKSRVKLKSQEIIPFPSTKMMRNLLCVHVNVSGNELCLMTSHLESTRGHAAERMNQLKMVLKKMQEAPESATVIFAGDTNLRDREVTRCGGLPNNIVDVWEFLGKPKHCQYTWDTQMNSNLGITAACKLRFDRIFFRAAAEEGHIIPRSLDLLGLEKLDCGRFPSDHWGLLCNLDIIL
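System – recombinant human TDP2 · Amount – 120 nM TDP2 per well · Buffer or medium – Mg2+-containing Tris-HCl buffer, pH 7.5 · Reagent – T5PNP substrate, 5 mM · Dosing – 12.8 µM single point, 1% DMSO · Incubation – 2 h at 37 °C · Measured by – epi absorbance · Read-out basis – percent inhibition · Benchmarks – high control without enzyme, low control DMSO plus TDP2 · Repeats – singlicate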
ADAM17 inh: inhibitors of human ADAM17; P78536; inhibition, % at 6.95 µM; 370,000 tested, 0.83% active; recombinant ADAM17, EDANS/DABCYL FRET peptide cleavage;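 active = inhibition above the mean of compounds lying between control limits plus 3 SD, set per campaign, cut at about 8.5% in these data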;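 note: 0% = DMSO-only wells as the low control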
Tn6 DDE FP: disrupts Tn6 cyclic peptide binding to fibrin D-Dimer-E complex; Fibrin DD(E) TRITC-Tn6 fluorescence polarization displacement; inhibition, % at 8.3 µM; 370,000 tested, 0.21% active;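 active = inhibition above a per-campaign cutoff: mean of compounds within control limits plus 3 SD, cut at about 15% in these data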;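 note: 0% = median of all compound wells on the plate and 100% = blocking peptide control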
ASAP1 inh: blocks human ASAP1-stimulated Arf1 GTP hydrolysis; 360,000 tested, 0.19% active; Q9ULH1; AID 624377; inhibition, % at 16.5 µM; GDP FP detection; in the data active = inhibition above about 25%;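 note: 0% = vehicle with enzyme and substrate and 100% = no enzyme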
ADAM10 inh: inhibitors of human ADAM10; inhibition, % at 7 µM; 370,000 tested, 0.62% active; recombinant ADAM10, EDANS/DABCYL FRET peptide cleavage, 3 h;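 active = inhibition above a per-campaign cutoff equal to the mean of compounds falling between control-based bounds plus 3 SD, cut at about 20% in these data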;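 note: 0% = DMSO wells while the 100% control is not disclosed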
Target sequence (O14672 214-748 limits assumed): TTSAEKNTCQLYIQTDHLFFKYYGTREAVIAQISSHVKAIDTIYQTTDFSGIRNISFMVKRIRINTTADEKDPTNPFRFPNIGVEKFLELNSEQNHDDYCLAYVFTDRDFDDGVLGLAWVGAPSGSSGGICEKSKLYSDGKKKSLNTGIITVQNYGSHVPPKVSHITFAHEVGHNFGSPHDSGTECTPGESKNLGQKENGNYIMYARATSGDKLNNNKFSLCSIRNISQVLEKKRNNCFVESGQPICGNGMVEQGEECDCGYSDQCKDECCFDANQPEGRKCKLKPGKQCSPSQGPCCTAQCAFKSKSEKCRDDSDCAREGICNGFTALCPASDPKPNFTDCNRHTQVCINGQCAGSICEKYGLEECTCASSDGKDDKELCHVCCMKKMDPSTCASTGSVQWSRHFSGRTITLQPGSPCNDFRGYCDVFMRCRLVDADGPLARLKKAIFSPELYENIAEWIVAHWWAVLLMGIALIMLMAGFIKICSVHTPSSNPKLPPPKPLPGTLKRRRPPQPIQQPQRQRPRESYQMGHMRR
proKLK7 act: activators of human kallikrein-7 zymogen; P49862; purified proKLK7, EDANS-DABCYL substrate fluorescence; 100% is mature enzyme control, 0% vehicle; activation, % at 7 µM; 370,000 tested, 0.9% active; AID 652039;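 active = activation above the mean of all tested compounds plus 3 SD, computed per campaign excluding outliers beyond control limits, cut at about 13% in these data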
* = called active by the depositor; i = inactive; x = not tested or not shown; & = joins results of further samples.

Structure,DDE Tn7 FP inh,PLC-gamma1 inh,LEDGF integ inh,ARFGAP1 inhibitor,TDP2 absorb,ADAM17 inh,Tn6 DDE FP,ASAP1 inh,ADAM10 inh,proKLK7 act
Cc1cnc(NC(=O)C2C(=O)c3ccccc3S(=O)(=O)N2C)s1 (configuration not stated),-2.3,-3.4,-1.1,4.5,4.0,-4.5,-3.2,-5.8,0.5,0.6
COCn1c(-c2ccc(OC)cc2)nc2ccccc21,-2.4,-0.2,1.9,12.0,10.0,-5.9,1.4,7.7,-15.0,0.7
CCOc1ccccc1NC(=O)Cn1c(=O)oc2cc(Cl)ccc21,1.6,3.6,-0.4,-0.5,15.9,-3.0,-4.4,-3.7,2.7,0.2
COc1ccc(NC2c3ncccc3C(=O)N2Cc2cccs2)cc1 (configuration not stated),0.6,1.6,6.1,-0.6,9.7,-3.9,-2.9,-0.3,-3.8,-0.1
Cc1ccc(-n2nc3ccc(NC(=O)c4cccc([N+](=O)[O-])c4C)cc3n2)cc1,1.7,-10.2,0.6,-1.0,1.2,-8.1,-1.7,3.5,-32.6,0.8
COC(=O)c1cccc(NC(=O)c2cnoc2C)c1,-1.6,0.7,-1.8,18.9,-8.2,-2.5,2.6,11.3,-11.4,0.1
O=C(N/N=C/c1ccc([N+](=O)[O-])o1)c1sc2ccccc2c1Cl,-6.4,-4.7,0.0,7.4,-11.7,-4.9,-5.6,10.1,1.1,0.1
COc1ccc(/C=C(\NC(=O)c2ccc(OC)c(OC)c2)C(=O)N2CCN(C)CC2)cc1,2.7,-4.1,0.4,-9.9,-0.3,0.2,-1.0,-12.5,-3.5,-0.5
Cc1ccc(NC(=O)c2ccccc2N(C)S(C)(=O)=O)cc1C,0.0,-3.0,-1.3,-7.5,8.1,-3.5,-11.8,-5.5,-3.1,-0.3
CCN(CC)Cc1c(O)ccc2c(=O)c(-c3ccccc3OC)coc12,3.8,i,-2.3,0.0,-12.9,i,-0.2,-6.9,i,84.7*
COCCn1c(SCC(=O)NCCCN2CCCC2=O)nc2sc3c(c2c1=O)CCCC3,4.4,5.2,-0.4,-6.7,4.7,-4.7,-9.4,-28.2,-7.5,0.7
O=C(c1cn(-c2ccccc2)nc1-c1ccncc1)N1CCCCC1,-3.2,-18.3,1.4,-7.0,-3.3,-5.1,0.4,13.4,-14.4,1.6
COCCOC(=O)c1[nH]c2c(c1C)C(=O)CC(c1cc(OC)ccc1OC)C2 (configuration not stated),2.3,1.7,2.5,5.6,1.3,-0.2,-5.9,6.4,-1.8,-0.3
O=C(NCc1ccccn1)c1cc(S(=O)(=O)N2CCN(c3ccccc3)CC2)ccc1Cl,-6.1,-4.5,-1.7,0.8,10.3,-1.2,-1.5,-11.6,-1.9,0.0
CC(C)[C@@H](N)C(=O)N/N=C/c1ccc2ncccc2c1,-3.2,-2.1,-2.9,-5.5,8.5,-4.6,4.5,-5.1,-13.1,-0.1
Cc1cccc(NC(=O)Nc2cc(C)cc(C)n2)c1,4.4,0.3,0.8,2.3,0.8,-0.5,1.4,-5.0,3.2,0.1
CCCCOP(=O)(c1ccc(N(C)C)cc1)C(O)c1ccccc1F (configuration not stated),1.1,3.3,3.0,11.7,-3.2,-1.4,-0.9,-5.9,15.4,0.1
CC1(C)C2CCC1(CS(=O)(=O)N1CCCc3ccccc31)C(=O)C2 (configuration not stated),5.7,-4.6,-3.3,8.3,-12.1,-1.9,2.8,-6.7,4.2,0.3
Brc1cccc(-c2nc3c4ccccc4ccn3c2Cc2ccsc2)c1,4.5,-27.9,-2.6,6.2,7.3,-7.1,12.8,-1.5,-25.0,-3.6
C[C@]12c3[nH]c4cc(-c5ccco5)ccc4c3CCN1C(=O)[C@@H](CC(=O)NCC13CC4CC(CC(C4)C1)C3)C[C@@H]2C(=O)N1CCOCC1,1.0,-447.6,1.1,-7.1,6.2,-108.4,-2.8,2.4,-341.9,-11.6
O=C(NCc1cccnc1)C1c2ccccc2C(=O)N1C1CCCCCC1 (configuration not stated),-1.4,7.8,-0.6,-10.1,-9.0,1.1,5.0,5.5,11.7,-0.4
COc1ccccc1C(=O)Nc1nnc(-c2ccccc2)s1,3.2,-7.6,3.8,16.2,0.6,-9.5,3.6,-9.8,-23.0,-0.4
COc1ccc(NC(=O)c2cnc(SC)nc2C)c(OC)c1,-0.8,3.5,1.1,2.4,-6.5,-3.8,-0.5,17.1,-5.4,-0.5
C[C@H](NC(=O)c1nc[nH]c1C(=O)NCCCCCN)C(=O)OCc1ccccc1,-4.8,2.0,0.6,10.8,9.1,-1.9,-0.4,5.9,-3.2,0.1

Laid out differently: entries from further up.
Values run as follows: DDE Tn7 FP inh	PLC-gamma1 inh	LEDGF integ inh	ARFGAP1 inhibitor	TDP2 absorb	ADAM17 inh	Tn6 DDE FP	ASAP1 inh	ADAM10 inh	proKLK7 act
- COc1ccc(/C=C(\NC(=O)c2ccc(OC)c(OC)c2)C(=O)N2CCN(C)CC2)cc1
 : 2.7	-4.1	0.4	-9.9	-0.3	0.2	-1.0	-12.5	-3.5	-0.5
- COCCn1c(SCC(=O)NCCCN2CCCC2=O)nc2sc3c(c2c1=O)CCCC3
 : 4.4	5.2	-0.4	-6.7	4.7	-4.7	-9.4	-28.2	-7.5	0.7
- Cc1ccc(NC(=O)c2ccccc2N(C)S(C)(=O)=O)cc1C
 : 0.0	-3.0	-1.3	-7.5	8.1	-3.5	-11.8	-5.5	-3.1	-0.3
- O=C(NCc1ccccn1)c1cc(S(=O)(=O)N2CCN(c3ccccc3)CC2)ccc1Cl
 : -6.1	-4.5	-1.7	0.8	10.3	-1.2	-1.5	-11.6	-1.9	0.0

(more compounds)
Structure,DDE Tn7 FP inh,PLC-gamma1 inh,LEDGF integ inh,ARFGAP1 inhibitor,TDP2 absorb,ADAM17 inh,Tn6 DDE FP,ASAP1 inh,ADAM10 inh,proKLK7 act
CCc1ccc(C(O)c2ncc(-c3cccc(C)c3)[nH]2)cc1 (configuration not stated),7.0,1.7,0.2,-4.7,4.2,-1.8,3.9,5.1,-6.0,0.3
O=C(O)c1ccc(-c2ccccc2C(F)(F)F)o1,0.7,-0.1,-2.7,-9.8,12.5,-1.9,-7.0,0.0,-0.2,-0.1
O=C(COc1ccccc1Cl)NCc1nc(-c2ccccc2)no1,5.7,-0.1,0.1,-5.9,2.6,-0.2,3.4,-0.7,1.1,-0.4
Cc1cc(/C=C2\C(=N)N3N=C(CC(=O)N4CCOCC4)SC3=NC2=O)c(C)n1Cc1ccccc1,7.0,-7.4,0.8,-4.8,19.8,-0.4,2.8,-10.0,-1.6,0.0
Cc1ccc(-n2cc(CNC(C)c3cnn(C)c3C)c(-c3ccc(F)cc3)n2)cc1 (configuration not stated),-3.0,3.7,-1.6,-8.1,5.4,-5.8,5.3,5.1,-6.3,1.0
COc1cccc(NC(=S)N(CCN(C)C)C(C)c2ccncc2)c1 (configuration not stated),-10.0,1.9,-1.1,-11.8,4.0,-3.8,3.9,-1.5,-4.4,0.8
CCCCc1nnc(SCC(=O)NC2CCCCC2)n1C,-3.8,1.1,-0.1,10.0,-1.2,-2.2,3.8,-2.5,-0.2,-0.4
CC(C)(C)N(Cc1cn(Cc2ccccc2)nn1)S(=O)(=O)c1ccc(N2CCCCC2)cc1Br,1.0,-5.0,3.5,x,-4.3,2.2,-3.8,x,5.7,0.9
NS(=O)(=O)c1ccc(CCNC(=O)CCCn2c(SCC(=O)N3CCCC3)nc3ccsc3c2=O)cc1,-7.7,1.8,-1.2,14.0,1.1,-1.9,-3.5,-3.5,-1.2,-0.6
COc1ccc(N2CCN(c3ncnc4nc[nH]c34)CC2)cc1,8.2,-1.8,-3.6,6.5,0.2,-1.8,9.3,-6.6,-8.7,0.4
CCOc1ccc(C2OCCC(C)O2)cc1OC (configuration not stated),6.2,-0.7,-4.2,-2.0,-3.1,-0.4,-5.7,-8.1,-27.2,0.0
COc1ccc(C(=O)c2[nH]c(N)c(C(=O)NCCc3c[nH]c4ccccc34)c2-c2ccccc2Br)cc1,2.6,-40.8,-6.8,5.4,-5.8,-0.6,1.1,-2.1,-9.8,-2.6
O=C(Nc1sc2c(c1C(=O)N1CCOCC1)CCCCC2)c1cccnc1,6.4,-3.9,-3.5,-2.2,-1.0,-1.7,-3.6,6.4,0.2,-0.3
O=C1CCC(C(=O)N2CCN(c3cnccn3)CC2)CN1CCc1ccc(Cl)cc1 (configuration not stated),-4.7,-43.7,0.5,-2.2,0.3,-24.0,1.5,8.7,-81.8,2.6
COc1ccc(NC(=O)C[C@H]2C(=O)N(Cc3ccccc3)C[C@@H]2CSC)cc1,-1.8,-1.5,-0.3,-0.3,14.8,-4.1,0.7,-7.9,-5.5,-0.2
Cc1cccc(NC(=S)NNC(=O)CCn2nc(C)c([N+](=O)[O-])c2C)c1,-4.0,-0.8,2.8,-7.5,-9.7,-2.8,-10.4,-8.5,-4.8,0.6
CCCCNc1c(-c2ccc(OC)c(SC(C)CC)c2)nc2ccc(C)cn12 (configuration not stated),1.5&3.1,i,1.3&1.7,2.9&8.3,-3.1&7.3,-149.7&-129.0,-5.6&-2.7,13.5&10.5,-495.9,-143.6&-148.8
